GDH-TPI inh: GDH-TPI coupled enzyme inhibition counter-screen | 360,000 compounds, 1.2% hits | AID 588335 | inhibition, % at 4.8 µM | GDH-TPI coupled enzyme counterscreen, NADH absorbance;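 also: 0% = DMSO wells and 100% = wells lacking the enzyme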
Mtb BioA inh: inhibitors of Mycobacterium tuberculosis BioA enzyme; purified M. tuberculosis BioA enzyme, plate reader; inhibition, % at 9.99 µM; 360,000 compounds, 0.096% hits; AID 602481; in the data active = inhibition above about 40%; inconclusive = no clear call, values can overlap the other calls
CCHF vOTU inh: blocks the CCHF virus ovarian tumor domain protease | CCHFV vOTU protease, Pep-AMC fluorescence | AID 651958 | inhibition, % at 11.5 µM | 370,000 compounds, 0.55% hits; also: 0% = vehicle wells with enzyme and 100% = no enzyme wells
FBA Mtb inh: inhibitors of M. tuberculosis fructose-bisphosphate aldolase; P9WQA3; purified M. tuberculosis FBA, fluorescence read-out; inhibition, % at 1 µM; 360,000 compounds, 2.3% hits; in the data active = inhibition above about 27%;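 also: 0% = vehicle and 100% = reference inhibitor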
Target sequence (P9WQA3 whole entry, looked up): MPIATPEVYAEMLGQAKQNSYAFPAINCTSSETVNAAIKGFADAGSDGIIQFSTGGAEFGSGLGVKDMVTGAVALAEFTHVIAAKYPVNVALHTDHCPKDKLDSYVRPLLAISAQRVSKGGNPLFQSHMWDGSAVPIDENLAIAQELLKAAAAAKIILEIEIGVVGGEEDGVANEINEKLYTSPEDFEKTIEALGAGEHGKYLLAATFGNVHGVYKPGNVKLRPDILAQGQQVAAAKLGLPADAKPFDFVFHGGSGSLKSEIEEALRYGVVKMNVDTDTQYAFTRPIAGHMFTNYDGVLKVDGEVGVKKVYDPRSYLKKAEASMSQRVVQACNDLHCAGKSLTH
BoNT F protease: blocks Botulinum neurotoxin F light chain protease; Multiplex microsphere protease cleavage assay, flow cytometry; 360,000 compounds, 0.22% hits; inhibition, % at 10 µM; in the data active = inhibition above about 35%, passing the limit was not always enough; inconclusive = no clear call, values can overlap the other calls; also: plate controls were buffer without enzyme for full effect and enzyme alone for no effect
FadD28 FP inh: blocks FadD28 binding to the bisubstrate probe; fluorescence polarization; inhibition, % at 12.5 µM; 360,000 compounds, 0.22% hits; AID 588549; in the data active = inhibition above about 8.5%, passing the limit was not always enough; inconclusive = no clear call, values can overlap the other calls
Mtb UGM inh: blocks M. tuberculosis UGM enzyme; P9WIQ1; inhibition, % at 10 µM; purified UGM, fluorescence polarization probe displacement; AID 504406; 320,000 compounds, 0.06% hits; in the data active = inhibition above about 10%, passing the limit was not always enough; inconclusive = no clear call, values can overlap the other calls
Target sequence (P9WIQ1 whole entry, looked up): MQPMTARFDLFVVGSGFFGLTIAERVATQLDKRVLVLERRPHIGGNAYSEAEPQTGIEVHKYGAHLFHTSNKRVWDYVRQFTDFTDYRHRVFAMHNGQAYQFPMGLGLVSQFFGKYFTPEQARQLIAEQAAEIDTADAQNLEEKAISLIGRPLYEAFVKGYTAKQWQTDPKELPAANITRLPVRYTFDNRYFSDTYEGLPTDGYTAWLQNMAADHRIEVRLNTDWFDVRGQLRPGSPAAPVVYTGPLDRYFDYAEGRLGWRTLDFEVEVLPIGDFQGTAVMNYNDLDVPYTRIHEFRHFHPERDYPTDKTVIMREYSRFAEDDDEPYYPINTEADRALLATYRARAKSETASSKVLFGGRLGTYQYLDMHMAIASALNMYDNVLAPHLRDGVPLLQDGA
PrPC surface inh: cell surface PrPC inhibition, primary TR-FRET screen; TR-FRET read-out; inhibition, % at 13.8 µM; 370,000 compounds, 0.43% hits; AID 720596; in the data active = inhibition above about 24%; also: 0% = median of the test wells and 100% = reference compound wells
BoNT-A LC inh2: blocks Botulinum neurotoxin A light chain protease; 360,000 compounds, 0.17% hits; AID 588499; inhibition, % at 10 µM; multiplex microsphere protease substrate cleavage, flow cytometry; in the data active = inhibition above about 30%; inconclusive = no clear call, values can overlap the other calls; also: plate controls were buffer without enzyme for full effect and enzyme alone for no effect
* marks the source's active call; other numbers are inactive results; ? = inconclusive; . = not tested or not shown; & = joins results of further samples. Rule as the data show it, unless noted: active = inhibition above about 30%; inactive = the rest.

The opening 4 records, ahead of the listing:
Value order: GDH-TPI inh	Mtb BioA inh	CCHF vOTU inh	FBA Mtb inh	BoNT F protease	FadD28 FP inh	Mtb UGM inh	PrPC surface inh	BoNT-A LC inh2
C=CCNC(=O)CSc1nc2cc(C(=O)OCC)ccc2n1CC
 : -1	1.0	-6	-1	14	-3.4	0.1	-4	1.6
CCOC(=O)C1=Nc2ccccc2/C1=C\c1c(O)n(C)c(=O)n(C)c1=O
 : 2	-0.6	-5	13	25	-0.7	1.7	-2	0.3
CCOc1c(Br)cc(C(=O)N2CCCN(C)CC2)cc1OC
 : 6	-0.4	-6	-1	14	.	1.1	5	-3.1
C[C@H](CO)N1C[C@H](C)[C@H](CN(C)S(=O)(=O)c2cccc(F)c2)Oc2ncc(-c3cccc(C(=O)N(C)C)c3)cc2C1=O
 : 0	-0.1&0.7&3.7	6	1	-7	-0.5	.	0	-0.6

Main list, repeating the preview:
Value order: GDH-TPI inh	Mtb BioA inh	CCHF vOTU inh	FBA Mtb inh	BoNT F protease	FadD28 FP inh	Mtb UGM inh	PrPC surface inh	BoNT-A LC inh2
C=CCNC(=O)CSc1nc2cc(C(=O)OCC)ccc2n1CC
 : -1	1.0	-6	-1	14	-3.4	0.1	-4	1.6
CCOC(=O)C1=Nc2ccccc2/C1=C\c1c(O)n(C)c(=O)n(C)c1=O
 : 2	-0.6	-5	13	25	-0.7	1.7	-2	0.3
CCOc1c(Br)cc(C(=O)N2CCCN(C)CC2)cc1OC
 : 6	-0.4	-6	-1	14	.	1.1	5	-3.1
C[C@H](CO)N1C[C@H](C)[C@H](CN(C)S(=O)(=O)c2cccc(F)c2)Oc2ncc(-c3cccc(C(=O)N(C)C)c3)cc2C1=O
 : 0	-0.1&0.7&3.7	6	1	-7	-0.5	.	0	-0.6
O=C(NCc1ccncc1)c1cnccn1
 : -14	1.7	-2	0	-6	-2.9	-3.4	2	0.4
O=C1OC(c2ccc(Br)cc2)=N/C1=C\c1ccco1
 : 4	-1.0	3	-7	2	-1.4	-1.4	-1	-1.2
Cc1ccsc1C(=O)C1CCCN(Cc2cccc(OCCO)c2)C1 (configuration not stated)
 : -3	2.9	11	0	-6	-3.3	-0.1	-6	-1.8
COc1ccccc1N1CCN(C2CCCN(S(=O)(=O)c3ccccc3)C2)CC1 (configuration not stated)
 : 10	1.6	-10	163*	-7	-1.5	0.7	-9	-2.9
Cn1c(CNc2nc(-c3ccccc3)cs2)nnc1SCC(=O)N1CCc2ccccc21
 : 7	-1.1	11	0	3	-0.7	2.9	-5	-1.1
CN1CCN(C(=O)C2CCC(=O)N(CCc3cccc(F)c3)C2)CC1 (configuration not stated)
 : 0	-1.2	0	-2	-4	0.9	-1.6	2	-1.1
CC(C)[C@H](NC(=O)C1CCN(S(=O)(=O)c2ccc(F)cc2)CC1)C(=O)N1CCCC1
 : -1	0.2	-3	-1	-2	-2.7	2.1	6	-0.5
CCOc1nc(C)ccc1-c1noc(-c2ccncc2)n1
 : 10	-1.2	-2	2	-8	-2.2	4.7	-1	-1.0
O[C@H]1CN(Cc2cccs2)[C@@H](c2ccccc2)C[C@@H]1n1cc(-c2ccc(F)cc2)nn1
 : 8	-2.9	-5	1	-3	-1.8	.	-5	0.0
CCOC(=O)C1CCCCN1C(=O)CCc1c(C)nc2cc(-c3ccccc3)nn2c1C (configuration not stated)
 : 0	3.9	-8	2	5	-3.8	1.3	2	0.5
COc1ccc(NC(=O)CN(C)C(=O)c2cc(C)oc2C)cc1
 : 8	-0.2	1	1	-1	1.4	.	3	-0.1
COc1cccc(NC(=O)N2CCc3nc(Nc4ccc(C(C)C)cc4)ncc3C2)c1
 : 6	-1.8	-1	-3	-5	-3.5	.	12	-0.1
O=c1[nH]c(SCc2ccc(Cl)cc2)nc2c1CCC2
 : -7	-0.9	-4	2	?	-2.8	0.6	9	-0.4
COC1=CC(=O)CC(C)C12Oc1c(Cl)c(OC)cc(OC)c1C2=O (configuration not stated)
 : 12	0.7	-6	12	-2	-3.0	.	12	-0.3
Oc1ccc(C[C@@H]2CNCCN2CCc2cc(C(F)(F)F)cc(C(F)(F)F)c2)cc1
 : 6	0.2	9	4	-18	-8.2	3.0	-12	-1.2
CC1CC(OCC(O)CN2CCOCC2)CC(C)(C)C1 (configuration not stated)
 : 6	-1.0	-13	-1	2	-1.1	.	-4	-0.8
CC(=O)c1ccc(N2CCN(C(=O)Cc3cccs3)CC2)cc1
 : 5	49*	-11	3	-1	-4.7	0.6	9	0.9
Cc1ccccc1NC(=O)c1nn(C)c(C(=O)Nc2ccccc2C)c1[N+](=O)[O-]
 : 9	-1.1	16	1	.	-0.5	3.2	-10	.
Cc1ccc(CSCC(=O)N2CCN(c3ccccc3)CC2)cc1
 : -1	.	0	1	-4	0.2	1.7	-4	0.0
Cc1ccc2c(C)c(C(=O)N3CCN(c4ccncc4)CC3)oc2c1C
 : -1	1.1	16	7	-11	-10.0	-1.9	4	-3.2
O=c1c2ccccc2ncn1-c1ccccc1C(F)(F)F
 : 7	.	-8	1	-1	-4.1	-1.3	-1	-0.1
N#C/C(=C/c1cn(-c2ccccc2)nc1-c1cccc(S(=O)(=O)N2CCOCC2)c1)C(=O)NCc1ccco1
 : 3	.	-22	3	-1	-0.6	0.3	-1	-0.1
CCc1cc(=O)oc2cc(OC(C)C(=O)O)c(Cl)cc12 (configuration not stated)
 : 12	-1.5	-14	8	5	-2.2	-2.6	-7	0.2
CCOC(=O)c1ccc(N2C(=O)CC(Sc3nc(C)cc(C)n3)C2=O)cc1 (configuration not stated)
 : -1	9.5	-3	1	3	-2.6	0.6	8	-1.1
O=C(NC(=S)Nc1ccc2[nH]c(=O)[nH]c2c1)c1cncc(Br)c1
 : 4	.	-11	1	-3	-0.3	-0.8	-4	0.5
CC(=O)Nc1ccc(S(=O)(=O)N2CCN(c3ncccn3)CC2)cc1
 : 6	0.3	-12	1	-7	-2.4	2.2	-3	-3.8
CC(C)c1cccc(-c2csc(C(O)c3ccco3)n2)c1 (configuration not stated)
 : 8	-0.4	1	3	-8	-2.3	.	10	-0.7
CCc1ccccc1NC(=O)CC(O)(C(=O)OC)C(F)(F)F (configuration not stated)
 : 0	.	6	-1	0	-3.8	0.7	4	-0.4
CC(C)Oc1cccc(C(=O)C2CCCN(C(=O)c3ccoc3)C2)c1 (configuration not stated)
 : -1	0.0	7	0	-7	-2.4	-1.3	-3	0.3
COc1ccc(CN2C(=O)c3cccnc3C2=O)cc1S(=O)(=O)NC1CCCCC1
 : 4	-1.5	-1	2	-7	-0.1	-0.9	6	-1.1
COc1ccc(NC(=O)c2cc(=O)[nH]c3ccccc23)cc1
 : 19	.	-10	0	?	-2.6	-0.6	4	-11
CC(C)CNC(=O)CSc1ccc(S(=O)(=O)N(C)C2CCCCC2)cn1
 : 2	.	9	-1	4	-1.1	.	8	1.6
COc1ccc(C(=O)NCCC(=O)NCc2cc(=O)n(C)c(=O)n2C)cc1
 : -10	0.0	-8	3	6	-3.1	1.7	0	0.3
Cc1nc2sc(C(c3ccco3)N3CCN(c4ccc(F)cc4)CC3)c(O)n2n1 (configuration not stated)
 : 9	12	9	-1	-16	-1.7	-0.3	-10	-0.8
CC(=NCc1ccco1)c1c(O)n(C)c(=O)n(C)c1=O
 : -5	-0.8	-6	-2	3	1.0	1.6	6	1.2
O=C1c2ccccc2C(=O)N1c1ccccc1S(=O)C(F)(F)F (configuration not stated)
 : 2	-0.9	10	-3	6	-3.8	3.5	-7	0.1
Clc1cccc(-c2nnc(-c3ccno3)o2)c1
 : 10	23	-13	1	?	-1.5	2.3	6	-3.1
O=C(CC1C(=O)NCCN1Cc1c(F)cccc1Cl)NCCc1ccccn1 (configuration not stated)
 : 5	.	15	-5	-7	-2.0	-0.2	-2	0.1
CC(C)NC(=O)CN(Cc1ccc(F)cc1)C(=O)CCC(=O)Nc1nccs1
 : 6	-1.9	-17	0	19	-0.9	-1.1	5	-2.6
C=CCN1C(=O)C(CC(=O)Nc2ccc(OC)cc2)N(Cc2ccco2)C1=S (configuration not stated)
 : 6	-0.3	-2	1	-1	-2.7	0.6	-8	?
COC(=O)C1CSC(C(=O)OC)N1C(=O)Nc1ccccc1 (configuration not stated)
 : 2	0.2	15	5	10	-1.8	3.5	-4	0.3
O=C(O)CC(CNS(=O)(=O)c1ccccc1)c1ccccc1 (configuration not stated)
 : -2	-0.3	4	6	3	1.3	-2.0	-5	0.3
COC(=O)c1c(N2C(=O)CCC2=O)sc2c1CCCC2
 : 5	0.5	-3	1	-4	0.9	-2.2	0	-1.1
O=C(c1cnccn1)N(Cc1cccs1)C1(C(=O)NC2CCCC2)CCCCC1
 : 4	-1.8	3	0	-9	-3.9	1.4	-2	-0.5
Cc1cc(C)nc(SCC(=O)Nc2cc(C)on2)n1
 : -6	.	-7	0	5	-2.5	-1.1	15	0.8
CCCCNC(=S)Nc1ccc([N+](=O)[O-])cc1
 : 8	3.4	-4	0	-2	-1.2	-0.4	4	-0.7
CC(=O)NCCn1c(SCc2ccc(C)cc2C)nc2ccccc2c1=O
 : 8	2.1	-6	0	-1	-1.9	0.3	6	-1.7
CN(C)C(=S)c1ccccc1
 : 2	7.0	-12	2	.	-0.6	2.7	-2	.
CC(=O)NCCNc1nc(NC(C)C)nc2ccsc12
 : 9	0.9	12	6	4	-1.2	.	0	-0.1
CCCn1c(=O)c2c(C(F)(F)F)cc(-c3ccco3)nc2n(CCC)c1=O
 : 5	-1.9	-4	10	0	-0.8	-1.2	3	0.5
O=C(Cn1cc(C(=O)c2ccccc2)c2ccccc21)NCc1ccco1
 : 14	-3.0	2	-2	-6	-1.0	-1.7	-7	1.1
CN(C)S(=O)(=O)c1cccc(C(=O)OCC(=O)N2c3ccccc3NC(=O)C2(C)C)c1
 : 7	-1.7	-5	-3	-2	-3.6	-0.2	4	0.1
CNC(=O)c1csc(-c2ccc(Cl)cc2)n1
 : 4	.	10	2	8	-1.0	-1.1	5	0.9
CCOC(=O)N1CCN(C(=O)c2cn(C)c3ccc(S(=O)(=O)N4CCCC4)cc3c2=O)CC1
 : 27	-0.3	3	-2	0	-4.0	-1.8	-2	?
Oc1cccc(NC(=S)N=Nc2c(O)[nH]c3ccccc23)c1
 : 22	-3.9	-2	-8	-20	-2.5	-0.5	-19	-2.2
CS(=O)(=O)N(CC(=O)Nc1ccccc1C(=O)N1CCOCC1)c1ccc(Cl)cc1
 : 6	-0.5	-7	1	0	-0.4	1.2	-3	0.0
COc1ccccc1CNC(=O)CN1CCN(Cc2ccc(Cl)cc2)C1=O
 : 0	1.7	10	6	-10	-2.0	.	7	-1.8
